SUMO1 PPI mod = SUMO1-SIM interaction modulation. 0.33% of 360,000 active. inhibition, % at 20 µM. P63165. SUMO1 binding to a labelled peptide, TR-FRET, 1 h; in the data active means inhibition above about 37%
Target sequence (P63165 whole entry, looked up): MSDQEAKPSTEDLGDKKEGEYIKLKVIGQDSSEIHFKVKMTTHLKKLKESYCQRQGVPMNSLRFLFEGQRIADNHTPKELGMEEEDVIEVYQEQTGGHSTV
bovine MsrA act = bovine methionine sulfoxide reductase A activation; 0.3% of 360,000 active; activation, % at 10.6 µM; purified bovine MsrA, absorbance read-out; in the data active means activation above about 7.5%;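 further: 0% = vehicle and 100% = reference activator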
MsrA inhibitor = inhibitors of bovine MsrA. purified bovine MsrA, absorbance read-out. inhibition, % at 15.5 µM. 0.75% of 360,000 active. AID 651718; in the data active means inhibition above about 4.5%;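 further: 0% = vehicle wells with enzyme and 100% = reference inhibitor wells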
Tb MetRS inh = Trypanosoma brucei MetRS inhibition. inhibition, % at 11.9 µM. AID 624268. 0.4% of 360,000 active. purified T. brucei MetRS, ATP depletion, Kinase-Glo luminescence;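 active means inhibition above a per-plate cutoff of the control wells' mean inhibition plus 3 SD, cut at about 5.5% in these data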;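 further: 0% = DMSO wells median and 100% = median of wells with control inhibitor compound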
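Measured by: Kinase-Glo luciferase luminescence reporting remaining unconsumed ATP. Material: purified T. brucei MetRS enzyme. Doses: 11.9 µM compound single dose, 0.9% DMSO. Medium: HEPES buffer containing pyrophosphatase, BSA, spermine, DTT. Times: 15 min preincubation, 2 h reaction, all 25 °C. Reagent: methionine, ATP and bulk E. coli tRNA.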
Scp-1 inhibitor = Scp-1 (human) phosphatase inhibition; Recombinant Scp1, phosphopeptide, malachite green phosphate absorbance; inhibition, % at 20 µM; 0.88% of 340,000 active; AID 493091;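 active means inhibition above about 50% at 20 µM, limit read from the data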;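 further: plate controls were DMSO wells with enzyme for no effect and wells lacking enzyme for full effect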
Target sequence (Q9GZU7 76-261 limits assumed): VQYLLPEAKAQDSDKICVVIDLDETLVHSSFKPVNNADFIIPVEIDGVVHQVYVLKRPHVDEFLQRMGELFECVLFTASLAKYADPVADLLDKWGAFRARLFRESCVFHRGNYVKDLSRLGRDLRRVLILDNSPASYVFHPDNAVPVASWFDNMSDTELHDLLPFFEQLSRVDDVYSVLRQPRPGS
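Times: enzyme reaction 45 min at room temperature, colour 5 min, stabilisation 30 min. Material: SCP-1 catalytic fragment, aa 76-261. Medium: Acidic Tris acetate buffer with magnesium and detergent. Signal: colorimetric free-phosphate detection, absorbance 630 nm. Read-out basis: % inhibition of SCP-1 phosphate liberation. Reagent: Phosphorylated 17-residue peptide substrate.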
DNMT1 block = blocks human DNA methyltransferase DNMT1. DNMT1 molecular beacon, Hinp1I cleavage, fluorescence. inhibition (reported as % activation of signal), % at 10 µM. 0.83% of 360,000 active; in the data active means inhibition above about 50%
LMPTP block = blocks human LMPTP phosphatase; P24666; recombinant LMPTP-A, OMFP fluorogenic substrate, fluorescence intensity; inhibition, % at 20 µM; 0.22% of 360,000 active; AID 651560;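 active means compounds that cut the enzyme signal by at least half of the control window in the single-dose screen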;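 further: plate controls were DMSO wells with enzyme plus substrate for no effect and substrate without enzyme for full effect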
Target sequence (P24666 whole entry, looked up): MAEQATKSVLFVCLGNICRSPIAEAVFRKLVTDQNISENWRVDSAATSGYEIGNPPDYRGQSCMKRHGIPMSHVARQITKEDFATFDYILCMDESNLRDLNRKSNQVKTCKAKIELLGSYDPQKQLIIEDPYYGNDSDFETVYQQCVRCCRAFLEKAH
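Test system: LMPTP-A phosphatase enzyme; input: 0.625 nM LMPTP-A final; reagent: OMFP substrate, 400 µM final; compound dosing: 20 µM single dose, 3% DMSO; incubation: 50 min dark incubation at room temperature; measured by: endpoint fluorescence intensity from OMFP dephosphorylation; measure: % inhibition relative to no-enzyme and uninhibited control wells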
STEP inh = STEP (human) phosphatase inhibition; recombinant STEP, OMFP fluorogenic substrate, fluorescence; inhibition, % at 20 µM; 0.25% of 360,000 active; AID 588621;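 active means inhibition at 20 µM, scaled per plate between control wells, above about 37%, limit read from the data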;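 further: 0% = DMSO with enzyme and substrate and 100% = substrate only without enzyme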
Target sequence (P54829 whole entry, looked up): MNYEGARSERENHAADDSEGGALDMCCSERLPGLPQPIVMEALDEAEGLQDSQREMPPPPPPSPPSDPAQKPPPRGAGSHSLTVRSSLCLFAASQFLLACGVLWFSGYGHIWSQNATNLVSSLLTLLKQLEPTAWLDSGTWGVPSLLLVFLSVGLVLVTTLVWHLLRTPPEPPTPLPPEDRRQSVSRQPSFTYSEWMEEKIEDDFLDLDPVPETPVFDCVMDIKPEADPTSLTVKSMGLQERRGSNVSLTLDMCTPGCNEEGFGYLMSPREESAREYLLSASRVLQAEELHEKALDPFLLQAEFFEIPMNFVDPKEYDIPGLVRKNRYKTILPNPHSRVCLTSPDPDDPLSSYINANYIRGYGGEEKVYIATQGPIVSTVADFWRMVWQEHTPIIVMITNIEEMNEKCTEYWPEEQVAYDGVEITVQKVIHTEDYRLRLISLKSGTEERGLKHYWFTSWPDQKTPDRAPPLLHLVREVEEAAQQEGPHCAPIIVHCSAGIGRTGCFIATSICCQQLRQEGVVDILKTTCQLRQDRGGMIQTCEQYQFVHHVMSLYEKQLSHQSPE
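Test system: STEP tyrosine phosphatase / Reagent: OMFP at 25 µM / Doses: 20 µM, 1% DMSO / Read-out: percent inhibition scaled to no-enzyme and uninhibited-enzyme controls, plate-pattern corrected / Detection: FITC-channel fluorescence of OMFP product / Medium: Bis-Tris buffer pH 6.0, 2.5 mM DTT, 0.005% Tween 20 / Schedule: 20 min at room temperature, dark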
CendR NRP1 mod = alters CendR peptide binding to human NRP-1; inhibition, % at 25 µM; AID 602438; 0.85% of 360,000 active; O14786; FAM-RPARPAR peptide binding to NRP-1, fluorescence polarization;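 active means inhibition or corrected inhibition above about 18%, plus a signal ratio from 0.5 to 1.5, limit read from the data, passing the limit was not always enough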; further: strong numbers were not always called active
E coli Lon inh = inhibitors of E. coli Lon protease. purified E. coli Lon protease, fluorescence polarization. 0.42% of 360,000 active. P0A9M0. inhibition, % at 7.94 µM; in the data active means inhibition above about 13%, passing the limit was not always enough;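 further: 0% = enzyme with probe and DMSO and 100% = no enzyme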
Numbers without * were called inactive; . = not tested or not shown.

The opening 11 records, ahead of the listing:
Compound	SUMO1 PPI mod	bovine MsrA act	MsrA inhibitor	Tb MetRS inh	Scp-1 inhibitor	DNMT1 block	LMPTP block	STEP inh	CendR NRP1 mod	E coli Lon inh
CC[C@]12c3[nH]c4cc(-c5ccco5)ccc4c3CCN1C(=O)[C@@H](CC(=O)NCCN1CCOCC1)C[C@@H]2C(=O)N1CCN(C(=O)c2ccco2)CC1	-18	-2	0.0	-0.4	4	1	-8.9	2	6	-14
O=C(COC(=O)COc1ccccc1)NC1CCCC1	1	-6	0.0	0.1	2	1	-0.2	1	-2	0
CC(=O)Nc1ccc(NC(=O)CN(c2ccc(F)cc2)S(=O)(=O)c2ccc3c(c2)OCCO3)cc1	5	2	0.3	0.1	0	-10	0.6	0	7	-4
N#Cc1c(C(F)(F)F)cc(-c2cccs2)nc1SCC(=O)O	-11	-2	2.1	-0.3	-4	-1	-1.5	1	4	6
CCOC(=O)c1nn(-c2cccc(C)c2)cc1C(=O)c1ccccc1	-3	-11	-0.2	-1.3	-14	0	0.8	-1	23	-9
COc1ccc(C(=O)Nc2ccc(C(=O)N3CCCCC3)cc2)cc1OC	-8	-12	0.1	-1.4	-5	0	0.5	0	0	1
CC(C)(C)OC(=O)[C@H](Cc1ccccc1)NC(=O)c1nc[nH]c1C(=O)NCc1ccccc1	6	0	-0.3	-0.2	-8	-13	2.7	-2	5	-6
CC(O)[C@H]1CNC(=S)N1CCc1cccc(F)c1 (stereo partly specified)	0	-2	-0.8	-0.3	0	1	-1.2	-3	-8	-11
CC(C)(C)C(=O)NCC12C=CC(O1)C1C(=O)N(c3ccccc3)C(=O)C12 (stereo unspecified)	-5	-6	-0.1	-0.2	-8	-1	-0.6	-1	-8	2
Cc1cc2nc(-c3nnnn3Cc3ccccc3)c(=O)[nH]c2cc1C	-29	-4	1.5	0.0	.	.	-0.8	.	-5	3
CCc1nc2ccc(C(=O)NCC3CCCCC3)cn2c1N(C)Cc1nccs1	3	-3	0.6	-0.2	.	-3	-2.1	0	-2	2

Results, repeating the preview:
Compound	SUMO1 PPI mod	bovine MsrA act	MsrA inhibitor	Tb MetRS inh	Scp-1 inhibitor	DNMT1 block	LMPTP block	STEP inh	CendR NRP1 mod	E coli Lon inh
CC[C@]12c3[nH]c4cc(-c5ccco5)ccc4c3CCN1C(=O)[C@@H](CC(=O)NCCN1CCOCC1)C[C@@H]2C(=O)N1CCN(C(=O)c2ccco2)CC1	-18	-2	0.0	-0.4	4	1	-8.9	2	6	-14
O=C(COC(=O)COc1ccccc1)NC1CCCC1	1	-6	0.0	0.1	2	1	-0.2	1	-2	0
CC(=O)Nc1ccc(NC(=O)CN(c2ccc(F)cc2)S(=O)(=O)c2ccc3c(c2)OCCO3)cc1	5	2	0.3	0.1	0	-10	0.6	0	7	-4
N#Cc1c(C(F)(F)F)cc(-c2cccs2)nc1SCC(=O)O	-11	-2	2.1	-0.3	-4	-1	-1.5	1	4	6
CCOC(=O)c1nn(-c2cccc(C)c2)cc1C(=O)c1ccccc1	-3	-11	-0.2	-1.3	-14	0	0.8	-1	23	-9
COc1ccc(C(=O)Nc2ccc(C(=O)N3CCCCC3)cc2)cc1OC	-8	-12	0.1	-1.4	-5	0	0.5	0	0	1
CC(C)(C)OC(=O)[C@H](Cc1ccccc1)NC(=O)c1nc[nH]c1C(=O)NCc1ccccc1	6	0	-0.3	-0.2	-8	-13	2.7	-2	5	-6
CC(O)[C@H]1CNC(=S)N1CCc1cccc(F)c1 (stereo partly specified)	0	-2	-0.8	-0.3	0	1	-1.2	-3	-8	-11
CC(C)(C)C(=O)NCC12C=CC(O1)C1C(=O)N(c3ccccc3)C(=O)C12 (stereo unspecified)	-5	-6	-0.1	-0.2	-8	-1	-0.6	-1	-8	2
Cc1cc2nc(-c3nnnn3Cc3ccccc3)c(=O)[nH]c2cc1C	-29	-4	1.5	0.0	.	.	-0.8	.	-5	3
CCc1nc2ccc(C(=O)NCC3CCCCC3)cn2c1N(C)Cc1nccs1	3	-3	0.6	-0.2	.	-3	-2.1	0	-2	2
CS(=O)(=O)C1=NSC2=NC(=O)/C(=C\c3cccn3-c3ccc(Cl)cc3)C(=N)N21	4	-6	1.2	1.3	83*	2	20	95*	-60	-16
COc1ccc(-c2nnc(SCC(=O)NCCc3ccc(S(N)(=O)=O)cc3)o2)cc1OC	1	-1	-0.1	-0.2	-4	3	-0.8	1	1	-1
COCCN(CC(=O)NCc1ccccc1)C(=O)CCC(=O)Nc1nccs1	-1	-4	0.2	-0.8	-8	12	-1.2	1	0	-7
CCCc1[nH]n(-c2nc3ccccc3s2)c(=O)c1C=NCCCN(CC)CC	-3	0	0.4	-0.1	-9	2	-9.9	3	2	9
O=C(COc1ccc(Cl)cc1Cl)N(Cc1ccco1)C1CCS(=O)(=O)C1 (stereo unspecified)	1	-1	0.9	1.6	-4	-1	0.1	1	-4	-6
COc1ccc(CNC(=O)c2nc(S(=O)(=O)Cc3ccccc3)ncc2Cl)cc1	-6	-2	1.0	-0.2	-7	5	0.0	0	-6	-9
CC1(Br)C(Sc2ccccc2[N+](=O)[O-])=Nc2ccccc21 (stereo unspecified)	-8	-2	0.2	0.2	.	.	4.0	.	21	-8
O=c1c(/C=N/O)coc2ccc(Cl)cc12	-1	-4	-0.3	0.5	-4	7	0.0	2	-2	-54
Cn1ccc2c(N3CCCC3)cc3c(c21)C1CCC3O1 (stereo unspecified)	-4	-8	-0.7	-0.6	.	-21	5.2	1	-5	30*
CC(=O)Nc1ccc(S(=O)(=O)N(C)CC(=O)OCC(=O)N2CCN(C(=O)c3ccco3)CC2)cc1	3	-2	0.4	-0.4	74*	13	-0.3	2	-24	-3
COc1cccc(NC(=O)Cn2c(CCC(=O)O)ccc2-c2ccccc2)c1	0	-2	-0.5	0.0	-1	-10	1.0	0	-5	-7
CCOC(=O)c1c(-c2ccc(C)o2)csc1NC(=O)CSc1nnc(C)s1	-2	-6	1.8	-0.2	-12	-9	1.8	4	-8	-5
COc1ccc(-c2[nH]ncc2CN(C)Cc2cc(C)[nH]n2)c(F)c1	-1	-6	1.6	-0.8	-4	3	0.8	-2	-6	3
COc1ccc(/C=C2\C(=O)NCC(=O)N2Cc2ccccc2)cc1	-2	2	2.4	0.9	-18	0	-0.1	-1	7	-11
O=C(N1CCOCC1)N(Cc1cccs1)C1CCCC1	0	-12	-0.4	1.1	5	-1	-1.4	-3	6	-1
Brc1ccc(CNCCCSc2ncccn2)cc1	3	-2	-0.5	-0.2	-5	-4	-2.9	1	-1	-8
COc1cc(OC)c(S(=O)(=O)Nc2ccccc2C(=O)O)cc1S(=O)(=O)Nc1ccccc1C(=O)O	11	-3	-1.0	1.7	8	0	-1.6	0	-12	6
COc1ccc(N2C(=O)CC(N3CCN(c4ccc(S(C)(=O)=O)cc4)CC3)C2=O)cc1 (stereo unspecified)	3	0	-0.7	-0.6	-4	0	-1.2	-2	-6	-1
Cc1ccccc1NC(=O)c1cccc(S(=O)(=O)Nc2cccc(C(=O)O)c2)c1	5	-5	0.8	-0.5	-8	1	-4.3	-4	-6	-1
O=C(NCc1ccco1)c1cc2nc(-c3cccs3)cc(C(F)(F)F)n2n1	-10	-6	1.5	-0.6	-3	3	-0.5	-5	-4	-22
CC(C)CCOc1ccc(C(=O)C[N+]2(C)CCOCC2)cc1	-3	0	0.7	-0.4	51*	1	-1.2	-6	9	-1
CCOC(=O)c1csc(NC(=O)c2ccc(OC)c(OC)c2)n1	9	-2	0.5	-0.4	-5	6	0.2	1	0	-4
CCN(CC(=O)Nc1ccc(Br)c(C)c1)CC(=O)NC(C)C	1	-8	-0.3	-1.0	-3	2	1.8	0	-4	2
CCOC(=O)C1CCN(C(=O)N(C)C)CC1	0	-4	0.1	0.2	0	3	0.5	-2	-2	10
O=C(Nc1cccc2ccccc12)OCc1ccccc1	3	-1	0.4	0.0	-10	4	0.8	4	3	-4
O=C(c1ccco1)N1CCN(C(=O)N2CCCCC2)CC1	-1	-3	0.9	-0.4	5	6	0.7	-3	-3	0
Cc1nnc(SCCn2c(N3CC(C)CC(C)C3)nc3c2c(=O)[nH]c(=O)n3C)s1 (stereo unspecified)	3	-2	-0.4	0.8	-8	3	-4.5	4	0	-4
COc1ccc(-c2nc(CN3CCC(C(=O)N4CCOCC4)CC3)c(C)o2)cc1C	4	0	-0.3	0.0	-5	-2	-0.2	0	16	-6
CCN1C(=O)/C(=C/N2CCc3ccccc3C2)SC1=S	-21	-2	-1.1	-0.1	-7	0	2.6	3	-8	-5

Some of these compounds in order of their number in MsrA inhibitor, highest first.
mol | SUMO1 PPI mod | bovine MsrA act | MsrA inhibitor | Tb MetRS inh | Scp-1 inhibitor | DNMT1 block | LMPTP block | STEP inh | CendR NRP1 mod | E coli Lon inh
O=C(c1ccco1)N1CCN(C(=O)N2CCCCC2)CC1 | -1 | -3 | 0.9 | -0.4 | 5 | 6 | 0.7 | -3 | -3 | 0
O=C(Nc1cccc2ccccc12)OCc1ccccc1 | 3 | -1 | 0.4 | 0.0 | -10 | 4 | 0.8 | 4 | 3 | -4
CCN(CC(=O)Nc1ccc(Br)c(C)c1)CC(=O)NC(C)C | 1 | -8 | -0.3 | -1.0 | -3 | 2 | 1.8 | 0 | -4 | 2

Next part
Compound	SUMO1 PPI mod	bovine MsrA act	MsrA inhibitor	Tb MetRS inh	Scp-1 inhibitor	DNMT1 block	LMPTP block	STEP inh	CendR NRP1 mod	E coli Lon inh
COc1ccc(-c2nn(-c3ccccc3)cc2/C=C(\C#N)S(=O)(=O)c2ccccc2)cc1OC	0	-6	1.4	-1.1	-5	-1	0.1	2	-2	-5
O=C(O/C(=C/c1ccccc1)C(F)(F)F)c1ccccc1	6	-3	-1.4	-0.3	-15	8	0.3	3	16	4
CC(=O)Nc1ccc(NC(=O)C2CCC(N3C(=O)C4C5C=CC(C6CC56)C4C3=O)CC2)cc1 (stereo unspecified)	4	-2	-0.4	0.0	-11	0	-0.5	2	-2	2
CC12CCC(C(=O)Nc3cccc4ccccc34)(C1Br)C2(C)C (stereo unspecified)	2	-8	1.1	-0.4	-7	-4	0.6	2	-3	2
COc1ccc(CCC(C)Nc2ccccc2F)cc1 (stereo unspecified)	1	-4	-0.3	-0.2	-1	-2	1.0	1	8	-10
CCc1nc2ccc(C(=O)N3CCN(C)CC3)cn2c1N(CCC(C)C)CCN(C)C	-7	-1	-0.1	-0.3	.	2	-2.4	3	9	-1
Cc1cc(NS(=O)(=O)c2ccc(NC(=O)C(C)Oc3ccccc3Cl)cc2)no1 (stereo unspecified)	6	-3	-0.1	-0.6	-4	2	-0.5	-1	4	1
O=C(NC(=S)Nc1ccccc1O)c1ccccc1Cl	-1	-7	0.4	-0.5	-7	-1	0.6	4	7	0
O=C(COC(=O)c1ccccc1SCC(=O)N1CCCC1)NCc1ccc(F)cc1	-6	0	1.6	-0.4	.	1	-1.6	-1	-8	4

Compound activity: PubChem, several laboratories
